XiGFP reactiv = reactivates the inactive X chromosome in mouse fibroblasts; XiGFP mouse fibroblasts, % GFP-positive cells imaging, 3 d; cells co-treated with 5-aza-dC sensitizer; scaled so ellipticine positive control = 100%; activation, % at 7.58 µM; 360,000 tested, 0.055% active;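 active = mean normalized replicate activation at least 10% and every replicate at or above 10%; inconclusive = only one of the two criteria met; inactive = mean below 10% and not all replicates reach 10%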;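 also: 0% = median of on-plate neutral control wells and 100% = ellipticine 6 µM median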
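assay system = SV40-immortalized XiGFP fibroblast cells, line 68-5-11 | buffer or medium = DMEM plus 5-aza-dC sensitizer | doses = single-point pinned compound dosing | times = 3-day compound exposure, then 15 min fixation at room temperature | benchmarks = positive control ellipticine, 6 µM final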
ERAP1 HTS inh = inhibitors of human ERAP1 aminopeptidase. Q9NZ08. recombinant ERAP1, Leu-AMC fluorescence, 60 min. inhibition, % at 10.7 µM. 340,000 tested, 0.15% active. AID 652197;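 active = mean replicate inhibition of at least 30%, or all replicates individually reaching that 30% level; inactive = mean below 30% and not every replicate reaching it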;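 also: 0% = neutral control wells and 100% = L-leucinethiol positive control wells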
ERp5 block = blocks human ERp5 reductase activity on insulin. Q15084. 350,000 tested, 0.05% active. AID 651711. ERp5 insulin aggregation, absorbance 650 nm, 90 min. inhibition, % at 9.99 µM;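 active = mean replicate inhibition above about 25%, with every replicate also reaching it, limit read from the data, passing the limit was not always enough; inconclusive = only one of those two criteria met; inactive = neither criterion met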
Target sequence (Q15084 whole entry, looked up): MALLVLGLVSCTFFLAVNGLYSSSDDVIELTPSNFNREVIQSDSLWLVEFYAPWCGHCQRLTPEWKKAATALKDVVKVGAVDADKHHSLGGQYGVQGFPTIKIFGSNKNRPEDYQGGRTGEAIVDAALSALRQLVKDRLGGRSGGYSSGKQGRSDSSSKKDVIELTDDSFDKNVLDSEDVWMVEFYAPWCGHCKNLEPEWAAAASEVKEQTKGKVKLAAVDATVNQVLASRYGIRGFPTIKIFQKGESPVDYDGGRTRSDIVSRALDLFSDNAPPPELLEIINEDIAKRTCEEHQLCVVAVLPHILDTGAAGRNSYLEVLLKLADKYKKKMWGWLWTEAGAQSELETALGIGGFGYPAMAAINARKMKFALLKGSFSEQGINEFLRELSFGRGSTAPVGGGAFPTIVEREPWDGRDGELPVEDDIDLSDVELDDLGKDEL
S100A4 MyoIIA = blocks human S100A4 binding to myosin IIA peptide | 360,000 tested, 0.14% active | S100A4/TAMRA-MyoIIA peptide fluorescence polarization | P26447 | inhibition, % at 10.7 µM;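 active = mean inhibition of at least 70% across replicates, with every replicate also reaching that level; inconclusive = mean inhibition reaches 70% but some replicates fall short; inactive = mean inhibition below 70%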
Target sequence (P26447 whole entry, looked up): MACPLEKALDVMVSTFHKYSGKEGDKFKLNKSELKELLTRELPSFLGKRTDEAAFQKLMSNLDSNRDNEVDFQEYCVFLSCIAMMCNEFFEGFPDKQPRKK
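Compound dosing: one dose per compound; test system: human S100A4 monomer with TAMRA-labelled myosin IIA peptide; probe or stimulus: TAMRA-labelled myosin IIA heavy-chain peptide probe, 5 nM; medium: HEPES buffer with Ca2+, pH 7.2; schedule: 5 min incubation before reading; benchmarks: neutral control DMSO, positive control TFP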
RAD54 branch = blocks human RAD54 Holliday junction branch migration; FAM/BHQ fluorescence; Q92698; 360,000 tested, 0.14% active; inhibition, % at 10.4 µM;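 active = mean normalized replicate activity at least 40 and at least half of replicates scoring 40 or more; inconclusive = only one of the two criteria met; inactive = mean below 40 and under half of replicates reaching 40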;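 also: 0% = median of neutral control wells and 100% = median of positive control wells; inhibitors cause a drop in the FAM fluorescence signal; in these data hits start at about 50%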
esBAF inh = SWI/SNF esBAF complex inhibition; mouse ES cells, Bmi1-luciferase knock-in reporter, 24 h; 100% = twice the neutral-well signal; 350,000 tested, 2% active; reporter increase, % at 12.5 µM; in the data active = activation above about 40%; inconclusive = no clear call, values can overlap the other calls;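 also: 0% = median of the plate's neutral control wells and 100% = double that signal; a rise in the Bmi1 reporter signal indicates esBAF inhibition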
RAD52 anneal inh = inhibitors of human RAD52 DNA annealing. AID 651710. P43351. inhibition, % at 18.7 µM. 360,000 tested, 0.46% active. recombinant RAD52 DNA annealing, FRET fluorescence;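 active = every replicate showing at least 50% inhibition; inconclusive = mean inhibition at least 50% but not in every replicate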
Target sequence (P43351 whole entry, looked up): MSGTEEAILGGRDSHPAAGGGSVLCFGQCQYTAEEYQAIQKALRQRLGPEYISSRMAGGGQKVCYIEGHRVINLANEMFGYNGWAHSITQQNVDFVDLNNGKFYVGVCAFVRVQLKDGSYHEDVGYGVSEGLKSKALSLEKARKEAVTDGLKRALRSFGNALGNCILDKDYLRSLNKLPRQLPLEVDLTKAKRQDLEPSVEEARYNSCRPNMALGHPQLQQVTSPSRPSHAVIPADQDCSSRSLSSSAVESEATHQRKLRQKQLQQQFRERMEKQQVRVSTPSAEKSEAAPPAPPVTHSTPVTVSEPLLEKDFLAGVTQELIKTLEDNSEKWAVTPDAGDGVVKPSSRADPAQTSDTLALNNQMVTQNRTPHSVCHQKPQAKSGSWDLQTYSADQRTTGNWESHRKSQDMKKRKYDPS
E-sel inducer = induces E-selectin expression in human endothelial cells; 260,000 tested, 0.37% active; P16581; HUVEC E-selectin immunofluorescence imaging; normalized: neutral wells 0, TNF-alpha wells 100; activation, % at 7.58 µM;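 active = mean E-selectin-positive cell signal at least 10% of the positive control, reached in at least 60% of replicates, without over 20% cell loss; inconclusive = no rule given, readout overlaps actives, possibly toxicity-flagged; inactive = the rest, including those meeting only one limit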;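 also: in these data hits start at about 27%; measured in HUVEC primary endothelial cells; signal is the percent of cells scored E-selectin positive by PE staining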
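Test system: HUVEC; input: 3,000 HUVEC/well; measured by: immunofluorescence imaging; read-out: % PE-positive cells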
The depositor's hits bear a star; u = inconclusive; x = no result given.

smiles	ERAP1 HTS inh	S100A4 MyoIIA	esBAF inh	RAD54 branch	E-sel inducer	XiGFP reactiv	RAD52 anneal inh	ERp5 block
O=C(Nc1ccc2c(c1)OCO2)C1CCN(Cc2cc3c(cc2O)OCO3)CC1	-2	-12	-4	5	x	0.1	0	0
O=C(NCC1CCN(C(=O)C(=O)c2cccs2)CC1)c1ccncc1	5	1	x	x	-0.1	0.0	-21	5
CC(C)=CC(=O)OCC(=O)Nc1cccc([N+](=O)[O-])c1	10	-4	x	x	0.4	0.6	-8	-5
COc1ccc(-c2ccc(CN3C(CC(C)C)C(=O)N(Cc4cn(CCC5OCCCO5)nn4)CCS3(=O)=O)cc2)cc1OC (centres undefined)	6	11	5	5	-0.2	0.3	3	9
Cc1cc(NC(=O)CN2C(=O)/C(=C/c3cccc(Br)c3)SC2=S)no1	-1	9	x	x	1.7	-0.1	-82	6
CCC(=O)N(C)C[C@H]1Oc2cc(-c3ccccc3F)ccc2S(=O)(=O)N([C@@H](C)CO)C[C@@H]1C	1	-1	6	4	-0.4	-0.5	7	2
COc1cccc(S(=O)(=O)N[C@H]2CC[C@H](CCNC(=O)Cc3ccncc3)O[C@H]2CO)c1	2	-2	5	-5	-0.4	0.0	-14	1
COC(=O)C[C@@H]1C=C[C@@H](NC(=O)c2ccc3c(c2)OCO3)[C@@H](CO)O1	x	-21	x	x	3.9	-0.1	-12	2
Cc1nc(NC(=S)NC(=O)c2ccccc2)sc1C	0	3	45*	-5	x	0.1	-7	3
CN1C(C(=O)NCC2CC2)CC2Cn3c(nc4cc(Cl)c(Cl)cc43)C21 (centres undefined)	-4	3	13	-3	0.1	-0.6	-38	7
CC(C(=O)NCCC1=CCCCC1)c1ccc([N+](=O)[O-])cc1 (centres undefined)	9	4	x	x	x	0.2	1	3
Cc1c(Nc2ccc3nonc3c2[N+](=O)[O-])c(=O)n(-c2ccccc2)n1C	8	4	x	x	x	0.4	-2	0
CC(NC(=O)COC(=O)/C=C/c1ccc2c(c1)OCO2)c1ccccc1 (centres undefined)	1	-5	-6	-3	x	-0.1	-14	3
COc1ccc(CCNC(=O)CSCc2c(F)cccc2Cl)cc1OC	-2	-13	0	-5	2.5	-0.1	-26	1
CCN(CC)CC#CCOC(c1ccccc1)c1ccccc1	0	-4	-23	-4	x	0.0	-2	2
CCOC(=O)C(C)Oc1cccc2c(=O)n(CC(=O)N3CCN(C(=O)OCC)CC3)ccc12 (centres undefined)	6	-1	5	-2	-0.6	0.1	-6	6
CCOC(=O)Cc1csc(NC(=O)CN2CCOCC2)n1	-3	-13	0	-1	x	0.0	-5	3
CCOC(=O)C1(CCCc2ccccc2)CCN(Cc2nccn2CC)CC1	1	-1	x	x	x	0.3	4	2
O=C(C1CCN(S(=O)(=O)c2cc(Cl)ccc2Cl)CC1)N1CCOCC1	-4	-7	-1	2	x	0.0	-7	-1
COc1ccc2c3c(n(C)c2c1)[C@@H](CO)N(Cc1cc(F)ccc1F)CC31CN(C(C)=O)C1	2	21	x	x	0.2	0.3	-20	3
CC(C)c1ccc(N(CC(=O)NCc2ccco2)C(=O)CCC(=O)Nc2nccs2)cc1	-3	3	-1	3	0.5	0.0	-7	-1
Cc1ccc(S(=O)(=O)N(C)C)cc1NC(=O)C(C)OC(=O)c1ccc2c(=O)n3c(nc2c1)CCC3 (centres undefined)	3	-2	11	8	0.3	0.2	-13	3
Clc1ccc(N/N=C/c2cccnc2)cc1	x	x	70*	0	-0.1	0.3	x	x
O=C(C[C@H]1CC[C@@H](NC(=O)CC2CC2)[C@H](CO)O1)NCc1ccc(-c2ccccc2)cc1	-5	-9	0	0	-0.5	0.4	-6	3
CC(Sc1ccc(S(=O)(=O)N2CCCC2)cn1)C(N)=O (centres undefined)	4	0	6	-12	x	-0.1	-9	-2
O=C(O)CCCCCNS(=O)(=O)/C=C/c1ccccc1	12	-2	-5	x	x	0.3	-31	-3
COc1cccc(CNC(=O)[C@H]2CCCN2C(=O)[C@H]2CCCN2C(=O)c2ccc(C)c(C)c2)c1	-5	1	x	x	-0.2	-0.1	-1	-10
CC(C)NC(=O)Nc1ccc2c(c1)C(=O)N([C@H](C)CO)C[C@H](C)[C@H](CN(C)C(=O)NC(C)C)O2	-5	1	-3	8	0.1	-0.3	-2	-2
CCC1(C)Cc2ccccc2-c2nc(NCCCO)[nH]c(=O)c21 (centres undefined)	x	6	x	x	6.9	0.0	-13	6
COC(=O)CC(c1ccc(F)cc1)n1c(C)ccc1C (centres undefined)	3	5	-2	6	-0.6	-0.2	-26	-2
Nc1c(CNCc2nnn(Cc3ccccc3)c2N)nnn1Cc1ccccc1	-7	1	x	-2	-0.2	0.1	-47	0
CCCNC(=O)C(Cc1ccc(C(F)(F)F)cc1)NC(=O)c1ccc(C#N)cc1 (centres undefined)	1	-5	-3	12	-0.2	0.0	-16	-1
O=C(C[C@H]1CC[C@@H]2[C@H](COC[C@H](O)CN2Cc2cc(F)ccc2F)O1)N[C@H]1CCN(Cc2ccccc2)C1	0	-1	-3	-3	0.0	-0.1	6	3
Cc1cccc(S(=O)(=O)N[C@@H]2CC[C@@H](CCNC(=O)c3cnccn3)O[C@@H]2CO)c1	-1	12	1	-4	-0.3	-0.3	3	4
COc1ccccc1CN1CC[C@@H]2[C@H]1c1cc(-c3cccc(F)c3)ccc1N[C@@H]2CO	x	x	19	-2	-0.3	0.1	x	x
O=C(Cc1ccccn1)N[C@H]1CC[C@@H](CC(=O)N2CCCCC2)O[C@H]1CO	-2	0	3	-3	-0.3	0.5	-1	-3
CCN=C1NC(c2ccc(F)cc2)C(C(=O)OC)=C(C)N1Cc1ccc(C(F)(F)F)cc1 (centres undefined)	6	-5	x	x	-0.1	0.2	-14	3
Nc1ccc2c(c1)C(=O)CCC2	0	-2	-2	-6	0.0	0.4	-15	-4
O=C(N/C=C/c1ccco1)Nc1cccc(Cl)c1	8	-14	x	0	-0.2	-0.1	-38	3
Cc1ccccc1Cn1cc(NC(=O)c2noc(C(C)C)c2[N+](=O)[O-])cn1	0	-1	6	-7	x	0.0	-13	-7
C[C@H](CO)N1C[C@H](C)[C@H](CN(C)C)Oc2c(NC(=O)c3ccc(-c4nccs4)cc3)cccc2C1=O	2	-5	2	8	13	-1.4	-4	-3
CC(C)Cc1nnc(NC(=O)c2cc([N+](=O)[O-])ccc2N2CCOCC2)s1	4	-4	x	-6	-0.4	0.3	4	5
O=C(C[C@H]1C[C@@H]2c3cc(NC(=O)C4CCOCC4)ccc3O[C@@H]2[C@H](CO)O1)NCc1ccc(Oc2ccccc2)cc1	-4	-1	-3	-2	0.3	0.0	2	3
COc1ccc(S(=O)(=O)N2CCOC2CNC(=O)C(=O)NCCCn2ccnc2)cc1OC (centres undefined)	7	-5	-1	-5	-1.2	0.0	-10	7
COc1ccc(NS(=O)(=O)c2cccc(C(=O)N3CCCC3)c2)cc1	2	0	-7	x	0.1	0.0	-6	-3
Cc1ccc(NC(=O)NCc2ccco2)cc1[N+](=O)[O-]	-6	-16	x	x	0.0	0.1	-143	4
O=[N+]([O-])c1ccccc1/C=N\N1CCN(Cc2ccccc2Cl)CC1	-1	2	16	-3	x	0.0	-18	0
O=C(/C=C/c1c(F)cccc1Cl)N1CCOCC1	1	-10	x	-5	x	0.4	-27	13
O=C(Nc1ccc(S(=O)(=O)Nc2cnc3ccccc3n2)cc1)c1cc(F)c(F)cc1Cl	7	-7	x	-9	0.1	0.1	-11	-1
COc1ccc(OC)c(NC(=O)CSc2nnc(-c3cnccn3)n2C)c1	3	-6	10	7	x	0.3	-4	3

Other records follow:
smiles	ERAP1 HTS inh	S100A4 MyoIIA	esBAF inh	RAD54 branch	E-sel inducer	XiGFP reactiv	RAD52 anneal inh	ERp5 block
O=C(Cn1cc[n+](Cc2ccccc2)c1)c1ccc([N+](=O)[O-])cc1	-3	-2	x	x	-0.3	0.0	4	6
Oc1ccccc1-c1cc(-c2ccccc2)n[nH]1	0	4	18	5	-0.1	0.0	-19	18
COc1ccc(N(C)S(=O)(=O)c2cccc(C(=O)NC3CCC(C)CC3)c2)cc1 (centres undefined)	11	5	x	x	x	0.1	-12	6
Brc1ccccc1C1Nc2cccc3cccc(c23)N1	0	2	4	-6	-1.5	0.4	-9	-4
C[C@H](CO)N1C[C@H](C)[C@H](CN(C)C(=O)Nc2ccc3c(c2)OCO3)Oc2ccc(NC(=O)Nc3cccc4ccccc34)cc2C1=O	0	-45	14	3	0.5	-0.2	5	2
CCC(C(=O)Nc1ccc2[nH]ncc2c1)c1ccccc1 (centres undefined)	-4	8	-6	6	-0.2	0.2	3	2
COc1cccc(C#Cc2cnc3c(c2)C(=O)N([C@@H](C)CO)C[C@@H](C)[C@H](CN(C)C(=O)C2CCOCC2)O3)c1	0	0	2	-34	0.0	-0.5	1	1
COC(=O)c1ccc2nc(-c3cccc(Br)c3)c(CC3CCCCC3)n2c1	1	-8	x	x	x	0.0	-114	-4
CC(=O)N[C@H]1C[C@@H]2O[C@H](CO)CC[C@@H]2O[C@@H]1CCc1ccc(C#CC2(O)CCCC2)cc1	-6	7	x	x	x	x	6	-2
COc1ccc(-c2cc(C(=O)NC3CCCCC3)no2)cc1OC	2	-5	1	-1	x	0.3	-1	u
O=C(CC12CC3CC(CC(C3)C1)C2)NC1CC1	1	0	x	x	0.3	0.0	3	4
CCN(CC(=O)Nc1ccccc1C(F)(F)F)C(=O)c1cc(S(=O)(=O)N2CCCCCC2)ccc1OC	-4	12	0	-3	x	0.1	-10	8
